# CAL PDZ inh = human CAL PDZ-peptide interaction inhibition; inhibition, % at 20 µM; 330,000 tested, 0.02% active; AID 504414; purified CAL PDZ, TMR-peptide fluorescence polarization, 1 h;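 active means highest replicate inhibition of at least 40%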;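 further: plate controls were DMSO neutral control wells for no effect and unlabeled competitor peptide control wells for full effect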
#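 Test system: purified CerCALP PDZ construct; Compound dosing: one concentration, 20 µM compound; Also added: TMR-labelled reporter peptide T*-PRC34 bound in PDZ groove; Read-out: inhibition from polarization loss; Controls: unlabelled peptide and DMSO controls; Signal: FP readout, S and P plane fluorescence; Incubation: 1 h at RT.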
# phage Ecoli inh = E. coli growth loss with phage present; growth absorbance; inhibition, % at 11.9 µM; 360,000 tested, 0.26% active; AID 651602; in the data active means inhibition above about 11%
# Wnt act = activates Wnt/beta-catenin signaling in a reporter cell assay | activator, plate reader | activation, % at 9.35 µM | 300,000 tested, 1.2% active | AID 743398; in the data active means activation above about 30%, passing the limit was not always enough;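 further: 0% = neutral control wells and 100% = positive control wells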
# DAGLB inh = blocks human DAGLB lipase activity; Q8NCG7; HEK293T DAGLB membrane lysate, EnzChek fluorogenic substrate; inhibition, % at 5.17 µM; 340,000 tested, 0.059% active; in the data active means inhibition above about 34%;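 further: 0% = enzyme with vehicle and 100% = wells lacking enzyme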
# Ecoli viability = reduces bacterial viability in AddAB counter-screen | E. coli V3065 growth, OD600 absorbance, 18 h | inhibition, % at 11.9 µM | 330,000 tested, 0.27% active | AID 449728;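 active means inhibition above the campaign's mean inhibition across all tested compounds plus 3 SD, cut at about 9.9% in these data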;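 further: uninfected addAB+ strain grown without phage in ampicillin broth; 0% = DMSO wells and 100% = ciprofloxacin 0.95 µg/ml wells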
# AddAB inh = less growth of phage-infected E. coli with AddAB | inhibition, % at 11.9 µM | 330,000 tested, 0.29% active | E. coli expressing H. pylori AddAB, absorbance growth | AID 435030; in the data active means inhibition above about 12%;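 further: 0% = vehicle wells of infected cells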
# Rtt109 HAT inh = C. albicans Rtt109 histone acetyltransferase inhibition; Q5AAJ8; purified Rtt109/Vps75, ThioGlo CoA-SH fluorescence, 4 h; inhibition, % at 34.9 µM; 330,000 tested, 0.16% active;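 active means inhibition of at least 50% in every replicate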
# Target sequence (Q5AAJ8 whole entry, looked up): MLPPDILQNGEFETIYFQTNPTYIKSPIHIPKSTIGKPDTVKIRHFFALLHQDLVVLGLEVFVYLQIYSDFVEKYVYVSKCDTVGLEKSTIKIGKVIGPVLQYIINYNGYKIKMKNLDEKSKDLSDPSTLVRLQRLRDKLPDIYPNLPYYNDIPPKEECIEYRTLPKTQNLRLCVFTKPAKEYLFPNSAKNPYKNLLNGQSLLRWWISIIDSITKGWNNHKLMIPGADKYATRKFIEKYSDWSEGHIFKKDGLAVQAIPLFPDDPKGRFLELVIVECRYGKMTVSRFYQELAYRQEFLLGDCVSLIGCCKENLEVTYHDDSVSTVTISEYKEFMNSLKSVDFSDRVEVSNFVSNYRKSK
# PfHsp90 set2 = growth inhibition of yeast expressing Plasmodium Hsp90. inhibition, % at 9.4 µM. 310,000 tested, 0.32% active. AID 504621. S. cerevisiae expressing PfHsp90, BacTiter-Glo ATP, 48 h; yeast lacking PDR1 and PDR3 efflux regulators;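 active means every replicate shows inhibition above about 80%, whatever the replicate mean, limit read from the data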;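 further: 0% = DMSO neutral controls and 100% = 20 µM radicicol positive controls; yeast relying on Plasmodium falciparum Hsp90 in place of its own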
# PvdQ acylase = P. aeruginosa PvdQ acylase inhibition | purified PvdQ acylase, fluorescence plate reader | inhibition, % at 10 µM | 340,000 tested, 0.063% active | AID 488965; in the data active means inhibition above about 30%, passing the limit was not always enough;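 further: 0% = vehicle neutral wells and 100% = reference inhibitor wells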
# Tat export inh = blocks Tat-dependent protein export in E. coli | inhibition, % at 10 µM | E. coli MC4100 TorA-mCherry Tat export, fluorescence | 340,000 tested, 0.036% active;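 active means mean replicate inhibition at least 50% and at least half of replicates individually reaching 50%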;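 further: exported cargo escapes ClpAP degradation while cytoplasmic cargo is degraded and loses fluorescence; 0% = median of neutral control wells and 100% = median of NaSCN control wells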
# * marks the source's active call; other numbers are inactive results; · = no result given; & = joins results of further samples. Hits appear at their usual frequency; about 1.9% have a hit in one of these screens.
No. | Compound | CAL PDZ inh | phage Ecoli inh | Wnt act | DAGLB inh | Ecoli viability | AddAB inh | Rtt109 HAT inh | PfHsp90 set2 | PvdQ acylase | Tat export inh
1 | COC(=O)[C@@]1(Cc2ccccc2)[C@H]2C(=O)N(Cc3ccccc3)C(=O)[C@H]2[C@H]2CN=C(SCc3ccc(C#N)cc3)N21 | 0.9 | -0.3 | -2 | -8 | 2.5 | -1.4 | -1 | 2 | -7 | 12
2 | Cc1ccc(/C=C/C(=O)Nc2cc(=O)n(C)c(=O)n2C)o1 | -2.1 | 2.7 | -1 | 1 | 0.8 | 5.2 | 4 | 14 | -7 | -5
3 | CCOC(=O)c1ccc(NC(=O)CCc2nc(-c3cccc(C)c3)no2)cc1 | -1.8 | 5.2 | · | -14 | 3.2 | 1.4 | -10 | -10 | -7 | 8
4 | Cc1nn(-c2ncc(C(F)(F)F)cc2Cl)c(=O)n1-c1cccc(F)c1 | 1.4 | 2.7 | 0 | -1 | 0.3 | 0.8 | 6 | -1 | 4 | -9
5 | O=C(c1cccc(Cl)c1)N1CCN(CCCc2ccccc2)CC1 | -0.5 | 2.9 | -2 | 3 | -0.5 | 0.0 | 3 | 0 | -13 | 4
6 | COc1ccc2c(c1)O[C@H](c1ccc3c(c1)OCO3)[C@@H](O)C2=O | 0.0 | · | · | -7 | 1.1 | 2.6 | 9 | -19 | -8 | -4
7 | O=S(=O)(/N=C(/Nc1cc(N2CCOCC2)ncn1)c1ccccc1)c1ccccc1 | -3.8 | 0.5 | 0 | -4 | 0.4 | 1.1 | -10 | -16 | -2 | 0
8 | O=C(CSc1nc2cc([N+](=O)[O-])ccc2n1-c1ccccc1)NCc1ccc2c(c1)OCO2 | 0.8 | 2.1 | -1 | 0 | -1.6 | 1.3 | -8 | -13 | -8 | 5
9 | CCc1ccccc1NC(=S)NNC(=O)c1ccccc1Cl | -1.0 | 1.3 | 0 | -2 | 3.0 | -0.5 | 11 | 10 | 5 | -6
10 | CCCCCSc1nc2c(c(=O)[nH]c(=O)n2C)n1C | -0.4 | 2.9 | 3 | 3 | 2.0 | -0.2 | 0 | -20 | 0 | -8
11 | O=C(CSc1nnc(NC(=O)c2ccc(F)cc2)s1)NC1CCCC1 | -0.8 | 2.5 | 6 | -1 | 0.0 | 2.7 | -2 | 4 | -3 | 3
12 | COC(CNC(=O)C1CCN(S(=O)(=O)c2cccc3nsnc23)CC1)OC | 1.0 | 0.4 | -1 | 1 | -0.1 | 0.3 | 5 | -2 | -11 | -1
13 | Cc1ccc(OCC(=O)N/N=C/C=C/c2ccco2)cc1C | -0.4 | 0.4 | 0 | 3 | -2.4 | -2.2 | 6 | 0 | -6 | -5
14 | COc1ccccc1CNC(=O)C(CCSC)NC(=O)c1cccc(S(=O)(=O)N2CCOCC2)c1 (stereo unspecified) | -0.2 | 0.6 | -3 | 1 | 0.9 | 2.2 | -2 | 9 | -13 | 2
15 | CC(C)Cn1cnc2c(N)nc3ccccc3c21 | -1.5 | 3.8 | -1 | 3 | · | · | 1 | -22 | -4 | 7
16 | Cc1ccccc1N1C(=O)c2ccccc2N2C(=O)c3ccccc3C12 (stereo unspecified) | · | -0.1 | · | -3 | 2.5 | 2.4 | -2 | -12 | -9 | 10
17 | O=C(CSc1ncccc1C(=O)O)Nc1ccc2c(c1)OCCO2 | -0.1 | 1.5 | -2 | 2 | 0.9 | 1.9 | 5 | -14 | -7 | -1
18 | CN1CCN(CCCCOc2ccccc2-c2ccccc2)CC1 | -1.2 | -0.1 | -8 | 1 | -2.5 | 0.0 | -6 | -8 | -8 | -4
19 | C=CCOc1ccccc1/C=C/C(=O)O | 0.6 | 0.9 | · | -2 | 2.1 | 1.5 | -1 | · | -6 | 6
20 | O=c1[nH]c(=S)[nH]cc1S(=O)(=O)c1cccc(Cl)c1 | -0.9 | 0.9 | 1 | 3 | · | · | -4 | 3 | 7 | -2
21 | CC1=C(c2ccc(Cl)cc2)[N+](=O)C(C)(C)N1[O-] | -2.8 | 4.0 | -6 | 1 | -0.6 | 0.5 | -1 | 7 | -10 | 2
22 | CC(C)C(OC(=O)CN1C(=O)COc2ccccc21)C(=O)NC1CCCC1 (stereo unspecified) | -0.9 | 2.6 | -5&-1 | 1 | -0.6 | 2.0 | 6 | 21 | 4 | -1
23 | O=C(CSc1nc2[nH]c(=O)cc(O)c2s1)Nc1ccc(Cl)c(C(F)(F)F)c1 | -1.5 | -0.3 | -3 | 16 | 0.0 | 0.8 | -10 | -6 | -9 | 3
24 | CCC(=O)NC(NC(=S)Nc1cccc2cccnc12)C(Cl)(Cl)Cl (stereo unspecified) | -3.7 | 4.6 | 0 | -4 | 2.3 | 5.8 | · | 10 | 13 | 7
25 | Cc1ccc(C(c2sc3nc(C)nn3c2O)N2CCOCC2)cc1 (stereo unspecified) | -3.4 | -0.5 | · | -1 | 0.2 | -1.2 | -14 | 17 | -18 | -2

# Copied from the list:
# O=C(CSc1nc2[nH]c(=O)cc(O)c2s1)Nc1ccc(Cl)c(C(F)(F)F)c1 | Ecoli viability = 0.0
# C=CCOc1ccccc1/C=C/C(=O)O | Ecoli viability = 2.1

# (more compounds)
No. | Compound | CAL PDZ inh | phage Ecoli inh | Wnt act | DAGLB inh | Ecoli viability | AddAB inh | Rtt109 HAT inh | PfHsp90 set2 | PvdQ acylase | Tat export inh
26 | COCC(=O)Nc1cc(OC)c(Cl)cc1OC | -3.7 | 1.2 | · | -1 | -2.1 | -0.1 | 3 | 3 | -13 | -7
27 | O=C(CSc1nnc(NC(=O)C2CC(=O)N(c3ccccc3)C2)s1)NCc1ccco1 (stereo unspecified) | -0.6 | -0.9 | -1 | -2 | -1.2 | 0.7 | 0 | 8 | -2 | 1
28 | Cc1cc(Cl)c(OCCCSc2nc(C)cc(=O)[nH]2)c(Br)c1 | -1.0 | 2.4 | 2 | -2 | 1.2 | 0.4 | 9 | -10 | 11 | -1
29 | CN(CC(=O)Nc1ccc(Cl)c(C(F)(F)F)c1)C(=O)CNC(=O)C1CCCCC1 | -0.3 | 2.4 | -3 | -1 | -1.6 | 2.4 | 20 | 15 | 3 | 6
30 | CCc1ccc(NC(=O)CN(c2ccc(OC)cc2)S(=O)(=O)c2c(C)[nH]c(=O)[nH]c2=O)cc1 | -1.9 | 0.8 | -2 | 4 | 2.1 | 4.0 | 8 | -2 | 3 | -3
31 | CCCCNc1c(-c2cccc(-c3ccc(OC)cc3)c2)nc2ccc(C)cn12 | 1.1 | -0.6 | 9 | -8 | 2.9 | 1.4 | -19 | -12 | -13 | -10
32 | COC(=O)Cc1c[nH]c2cccc(OCC(O)CN(Cc3ccccc3)C(C)C)c12 (stereo unspecified) | · | 3.3 | -5 | 2 | -2.2 | 3.8 | 1 | · | -16 | -3
33 | CC(/C=N/NC(=S)Nc1cccc(S(=O)(=O)N(C)C)c1)c1ccccc1 (stereo unspecified) | -2.5 | 2.8 | -1 | -2 | -0.2 | 0.8 | -3 | 24 | -9 | 2
34 | O=C1CC(=O)N2N=C(c3ccc([N+](=O)[O-])cc3)SC2=N1 | -1.6 | 2.0 | · | 17 | -2.4 | 3.4 | 9 | -13 | -1 | -4
35 | O=C(NCCC1=CCCCC1)c1cnccn1 | -1.2 | -0.5 | · | 2 | -2.4 | 3.1 | · | 42 | 10 | -3
36 | Cc1ccc(NC2CCCN(C(=O)c3ccc(-n4ccnc4)cc3)C2)cc1C (stereo unspecified) | -2.6 | -0.6 | 2 | -1 | -0.8 | -0.4 | 0 | 7 | 0 | 5
37 | O=C(c1ccco1)N1CCN(Cc2ccc(Cl)cc2)CC1 | -3.8 | 0.8 | -2 | -4 | -3.7 | 5.9 | -17 | -19 | -2 | 8
38 | CCCn1c(=O)c(C(=O)NNS(=O)(=O)c2ccc(C)cc2)c(O)c2ccccc21 | -0.3 | 6.9 | -3 | 3 | -1.1 | 1.7 | 1 | 7 | -13 | 5
39 | COc1ccc2cc(C[C@@H]3CC[C@@H](CNC(N)=O)O3)ccc2c1 | 0.3 | 1.5 | 11 | -1 | 1.4 | -0.6 | 9 | -5 | -10 | 0
40 | COc1ccc(Cl)cc1NC(=O)CN(C)CC(=O)N(CC(C)C)c1c(N)n(CC(C)C)c(=O)[nH]c1=O | 0.4 | -0.9 | 3 | -2 | 0.8 | -0.2 | 23 | 8 | -9 | -12
41 | CCCC1=[N+](CC)CCn2c(C)ccc21 | 0.6 | -1.4 | · | 3 | -3.0 | -0.9 | -5 | 4 | -4 | -1

# Gathered by group: the compounds so far containing two or more sulfur atoms.
No. | Compound | CAL PDZ inh | phage Ecoli inh | Wnt act | DAGLB inh | Ecoli viability | AddAB inh | Rtt109 HAT inh | PfHsp90 set2 | PvdQ acylase | Tat export inh
11 | O=C(CSc1nnc(NC(=O)c2ccc(F)cc2)s1)NC1CCCC1 | -0.8 | 2.5 | 6 | -1 | 0.0 | 2.7 | -2 | 4 | -3 | 3
12 | COC(CNC(=O)C1CCN(S(=O)(=O)c2cccc3nsnc23)CC1)OC | 1.0 | 0.4 | -1 | 1 | -0.1 | 0.3 | 5 | -2 | -11 | -1
14 | COc1ccccc1CNC(=O)C(CCSC)NC(=O)c1cccc(S(=O)(=O)N2CCOCC2)c1 (stereo unspecified) | -0.2 | 0.6 | -3 | 1 | 0.9 | 2.2 | -2 | 9 | -13 | 2
20 | O=c1[nH]c(=S)[nH]cc1S(=O)(=O)c1cccc(Cl)c1 | -0.9 | 0.9 | 1 | 3 | · | · | -4 | 3 | 7 | -2
23 | O=C(CSc1nc2[nH]c(=O)cc(O)c2s1)Nc1ccc(Cl)c(C(F)(F)F)c1 | -1.5 | -0.3 | -3 | 16 | 0.0 | 0.8 | -10 | -6 | -9 | 3
27 | O=C(CSc1nnc(NC(=O)C2CC(=O)N(c3ccccc3)C2)s1)NCc1ccco1 (stereo unspecified) | -0.6 | -0.9 | -1 | -2 | -1.2 | 0.7 | 0 | 8 | -2 | 1
33 | CC(/C=N/NC(=S)Nc1cccc(S(=O)(=O)N(C)C)c1)c1ccccc1 (stereo unspecified) | -2.5 | 2.8 | -1 | -2 | -0.2 | 0.8 | -3 | 24 | -9 | 2

# High-throughput results deposited in PubChem BioAssay by several laboratories.
